# HT1080 IDH1KD tx – qHTS for induction of synthetic lethality in tumor cells producing 2HG: qHTS for the HT-1080-IDH1KD cell line; HT-1080 IDH1 knockdown viability, ATP luminescence, 48 h; Potency, µM (titrated, usually from 46.1 µM), without a hit: at the top dose activity, negative = toxicity, usual class: cytotoxic; 360,000 tested, 2% active;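 further: potency means the concentration at half of the fitted maximal effect; 0% = DMSO wells and -100% = cell-free medium wells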
#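 Luminescent ATP read-out (CellTiter-Glo, 10 min at room temperature) after 48 h compound exposure at 37 °C gave viability of IDH1-knockdown HT-1080 cells. Activity was normalised to DMSO and cell-free wells, then fitted as concentration-response curves.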
# ATXN2 expr inh – Primary qHTS for Inhibitors of ATXN expression; HEK-293 ATXN2-luciferase reporter, luminescence, 24 h; Potency, µM (highest dose often 57 µM), without a hit: at the highest dose activity change, negative = inhibition, hits mostly inhibitors; 360,000 tested, 0.72% active; further: potency means the concentration at half of the fitted maximal effect; on the % scale 0 is the no-effect control and ±100 the full control effect; nearly all actives have a fitted effect of over 55% in size
#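 ATXN2-luciferase reporter cells (luciferase flanked by upstream and downstream ATXN2 gene portions) were treated 24 h at 37 °C with compounds at up to 57 uM. SteadyGlo luminescence gave expression; GF-AFC fluorescence gave viability.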
# KB-3-1 tox – qHTS assay for MDR1-selective chemotherapeutics: Primary screen using the parental adenocarcinoma cell KB-3-1; KB-3-1 viability, CellTiter-Glo ATP luminescence, 72 h; Potency, µM (titrated, usually from 46.1 µM), without a hit: at the top dose activity change, negative = cytotoxic, hits mostly cytotoxic; 400,000 tested, 1.4% active; AID 1347075, 2019; further: potency means the concentration at half of the fitted maximal effect; on the % scale 0 is the no-effect control and ±100 the full control effect; nearly all actives have a fitted effect of over 60% in size
#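 Here the drug-naive KB-3-1 line serves as comparator for MDR sub-line selectivity; cells received compound titrations, 72 h at 37 °C, then CellTiter-Glo readout.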
# IL-1B inflam inh – qHTS for Inhibitors of Inflammasome Signaling: IL-1-beta AlphaLISA Primary Screen | THP-1 LPS/ATP IL-1B secretion, AlphaLISA, 16 h; stronger effect = lower value | activity change, % at 57.5 µM | 360,000 tested, 4.7% active; in the data active means activity change below about -50%; inconclusive means mostly about -30% to -49%; further: on the % scale 0 is the no-effect control and ±100 the full control effect
#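 Secreted IL-1B measured by AlphaLISA bead assay after 16 h compound exposure of THP-1 cells; compounds (final up to 57.5 uM) added 1 h before LPS (250 ng/mL) and ATP (1.25 mM) stimulation; lower signal means less secretion.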
# SW480 rerep – A quantitative high throughput screen for small molecules that induce DNA re-replication in SW480 colon adenocarcinoma cells; Potency, µM (titrated, usually from 46.1 µM), inactives show top-dose re-replication activation, actives largely listed as activators; SW480 DNA re-replication, Hoechst DNA content imaging, 48 h; 340,000 tested, 1.8% active; further: potency means the concentration at half of the fitted maximal effect; % of control where 0% means no effect; nearly all actives have a fitted effect of over 55% in size
#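 Image-based DNA-content assay: after two days of treatment, nuclei were labelled with the DNA dye Hoechst and imaged, and hits were compounds raising the count of nuclei showing high fluorescence intensity.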
# S2 tox – Viability Counterscreen for Primary qHTS for Inhibitors of ATXN expression. S2 cells (HEK-293 line with an ATXN2-luciferase reporter) viability, CellTiter-Fluor protease fluorescence, 24 h. Potency, µM (series often up to 56.7 µM), hits mostly cytotoxic. 400,000 tested, 0.49% active. AID 651635, 2014; further: potency means the concentration at half of the fitted maximal effect; nearly all actives have a fitted effect of over 40% in size
# KB-V1 cytotox – qHTS assay for MDR1-selective chemotherapeutics: Primary screen using the drug-selected MDR subline cells KB-V1; KB-V1 MDR cells viability, CellTiter-Glo, 72 h; Potency, µM (highest dose often 46.1 µM), inactives show at the highest dose activity change, negative = cytotoxicity, usual class: cytotoxic; 400,000 tested, 3.4% active; AID 1347076, 2019; further: potency means the concentration at half of the fitted maximal effect; on the % scale 0 is the no-effect control and ±100 the full control effect; nearly all actives have a fitted effect of over 60% in size
#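 Potencies derive from concentration-effect curves fitted to normalized luminescence (CellTiter-Glo) of KB-V1 cells treated for 72 h at 37 degrees C in phenol-red-free DMEM containing 10% FBS.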
# HT1080NT lethal – qHTS for induction of synthetic lethality in tumor cells producing 2HG: qHTS for the HT-1080-NT fibrosarcoma cell line; HT-1080-NT fibrosarcoma viability, CellTiter-Glo ATP luminescence, 48 h; Potency, µM (titrated, usually from 46.1 µM), for inactives: at the top dose activity, negative = less viability, usual class: cytotoxic; 360,000 tested, 1.6% active; AID 686970, 2013;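 further: NT is the 2HG producing partner of a matched IDH1 knockdown line; potency means the concentration at half of the fitted maximal effect; 0% = DMSO-treated cells and -100% = media-only wells without cells; nearly all actives have a fitted effect of over 55% in size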
#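 HT-1080-NT fibrosarcoma cells (2HG-overproducing), 750 cells/well in RPMI with 5% FBS, dosed after 2 h and incubated 48 h at 37C. CellTiter-Glo luminescence normalized to DMSO and no-cell wells; concentration-response curves fitted and classed.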
# MCF10A rerep – A quantitative high throughput screen for small molecules that induce DNA re-replication in MCF 10a normal breast cells; MCF 10A DNA re-replication, Hoechst nuclear intensity, 48 h; Potency, µM (titrated, usually from 46.1 µM), for the others: at the highest dose activity, positive = re-replication, actives largely listed as activators; AID 624296, 2012; 350,000 tested, 2.9% active; further: potency means the concentration at half of the fitted maximal effect; % of control where 0% means no effect; nearly all actives have a fitted effect of over 50% in size
# Numbers without * were called inactive; i = inactive; ? = inconclusive; nt = not tested or not shown; [ ] = remark or other dose. Unless noted, the call rests on the fitted dose curve; in most records, active means well fitted curve in the direction sought with a large enough effect; inconclusive means small, poorly fitted or top-dose-only effect, or another doubt; inactive means no such curve, though single readings can be large; an effect the other way counts as inactive or inconclusive.
Structure | IL-1B inflam inh | HT1080 IDH1KD tx | KB-3-1 tox | KB-V1 cytotox | ATXN2 expr inh | S2 tox | HT1080NT lethal | SW480 rerep | MCF10A rerep
Cc1ccc(CN2CCC(n3nccc3NC(=O)c3ccccc3C)CC2)o1 | -19 | -2% | 25% | -22% | -9% | ? | -2% | 0% | 5%
Cn1cccc1C(=O)OCc1ccc(C(C)(C)C)cc1 | 3 | -14% | 2% | -6% | 49%[activator] | i | ? | ? | 22%
NC1(CO)COC(c2ccccc2)OC1 (stereo not given) | -15 | 6% | -13% | 27% | nt | i | 5% | nt | nt
CC(=O)Nc1ccc(NC(=O)CCCN2C(=O)c3ccccc3C2=O)cc1 | 34 | 3% | 25% | 3% | -4% | i | 4% | 1% | 0%
O=C(NCCCN1CCCC1=O)NC12CC3CC(CC(C3)C1)C2 | 0 | 7% | -1% | 7% | 59%[activator] | i | 8% | 0% | 1%
Cc1cc(S(=O)(=O)NCC(c2ccc(F)cc2)N2CCN(C)CC2)ccc1F (stereo not given) | -13 | -11% | -2% | 4% | -21% | i | ? | ? | ?
Cc1cc(C)n(C(=O)c2cc([N+](=O)[O-])cc([N+](=O)[O-])c2)n1 | -10 | -2% | -2% | -31% | nt | i | -7% | 3% | -3%
COc1ccc(-c2ocnc2C(=O)N2CCN(Cc3cccnc3)CC2)cc1 | 13 | 12% | 1% | -10% | nt | i | -15% | -6% | 10%
COc1ccccc1NC(=O)CN1CCN(C2c3ccccc3-c3ccccc32)CC1 | 16 | ? | ? | -36% | 7% | i | ? | ? | 5.8µM*
Cc1ccc(C(=O)Nc2ccc3c(c2)N(C)C(=O)c2ccccc2S3)cc1F | nt | nt | 8.2µM* | 6.5µM* | ? | ? | nt | nt | nt
Cc1cc(C(=O)N/N=C/c2ccc(O)c(O)c2O)c(C)n1-c1ccccc1 | 99 | ? | ? | -4% | -20%[11.3 µM] | ? | ? | ? | 0%
COc1ccc(CNC(=O)CN2C(=O)NC(C)(c3cccc(Br)c3)C2=O)cc1 (stereo not given) | -21 | 11% | 7% | 0% | -7% | i | 1% | -6% | 4%
CC1CN=C(N(Cc2ccccc2)C(=O)Nc2ccccc2)S1 (stereo not given) | 17 | 16% | ? | 3% | 15% | i | 18% | ? | 9%
CN1C(=O)C2(OCC(CO)([N+](=O)[O-])CO2)c2ccccc21 (stereo not given) | -11 | -5% | 0% | ? | 49%[activator] | i | -8% | ? | ?
O=C(/C=C/c1cccc(F)c1)Nc1ccc(S(=O)(=O)Nc2ncccn2)cc1 | 14 | -10% | -5% | 3% | 21% | i | -15% | 10% | 2%
O=C(NCc1cccc(Br)c1)C1CC(c2cc(C(F)(F)F)cc(C(F)(F)F)c2)=NO1 (stereo not given) | 17 | 14% | 3% | ? | -10% | i | 11% | 1% | 0%
CCOC(=O)c1oc2ccccc2c1NC(=O)Cc1cccs1 | -9 | ? | 12% | 15µM* | -7% | i | 1% | -4% | 4%
Cc1c(C(=O)N(CCc2ccccc2)Cc2ccccc2)cccc1[N+](=O)[O-] | -82* | ? | -29% | 0% | ? | i | ? | ? | ?
CCOc1ccc(-c2nn3c(-c4ccc(F)cc4)nnc3s2)cc1 | 0 | 17% | 0% | -1% | 7% | i | 3% | 1% | -10%
Cc1ccc(C(=O)Nc2cccc(C(O)c3ccccc3)c2)cc1 (stereo not given) | -51* | -10% | -6% | 0% | 8% | i | -7% | -21% | -1%
COc1ccc(N(C(=O)CNC(=O)c2ccco2)C(C(=O)NC2CCCCC2)c2cccnc2)cc1 (stereo not given) | 16 | 2% | 0% | ? | 8% | ? | 0% | -1% | 4%
CC1/C(=N/O)C(CN(C)C)C2CC1C2(C)C (stereo not given) | -8 | 15% | 9% | 0% | -8% | ? | -1% | -6% | 5%
CCOC(=O)Cc1csc(NC(=O)Nc2cccc(Cl)c2)n1 | 0 | ? | -12% | 15µM* | -37% | ? | -12% | 6% | 3%
COC(=O)c1ccc(CN2CCc3ccccc32)cc1 | -1 | 3% | -2% | -28% | 27% | i | -4% | -2% | 9%
O=S(=O)(c1ccc(NC2CCCc3ccccc32)nc1)N1CCOCC1 (stereo not given) | 0 | -11% | -4% | -26% | -4% | i | 0% | 14% | -178%[0.0737 µM]
CC(=O)Oc1ccc(NC(=O)CCC2CCCCC2)c(C(=O)O)c1 | 5 | 9% | 5% | 16% | 2% | i | 12% | 9% | 13%
COc1ccc(NC(=O)c2sc(SC)nc2N)cc1 | -2 | -21% | -8% | -24% | 84%[activator] | i | -1% | 13% | -2%
CO/N=C(/C)CCS(=O)(=O)c1ccccc1 | 15 | 8% | 8% | 15% | -22% | i | -1% | -2% | -14%
C=CCn1c(-c2csc(-c3ccc(OC)c(OC)c3)n2)n[nH]c1=S | -1 | -21% | 2% | ? | 13% | i | -17% | -1% | -3%
CCN1C(=O)CSc2ccc(C(=O)NCc3ccco3)cc21 | -7 | -18% | -15% | -10% | 11% | i | 2%[9.24 µM] | -4% | 4%
N#Cc1c(N)nc2c(c1-c1ccc(F)cc1)c(=O)nc1sccn12 | 51 | 0% | ? | 3% | -1% | i | -17% | -11% | 1%
CSc1ccc(S(=O)(=O)NCC(=O)OCC(=O)NCCc2ccccc2)cc1[N+](=O)[O-] | 14 | 0% | 2% | -18% | -8% | i | -3% | 1% | ?
COc1ccc(C(=O)NNC(=O)Cn2nnc(-c3ccc(OC)c(OC)c3)n2)cc1 | 9 | 0% | 0% | -1% | nt | i | 0% | -67%[inhibitor] | -2%
Cc1cccc(C2=NN(c3ccc(Br)cc3)[C@@H](C(=O)N3CCOC3=O)[C@@H]2C)c1 | ? | ? | -11% | 0% | -15% | i | ? | ? | 5.2µM*
Cc1ccc(Nc2ccc([N+](=O)[O-])ccc2=O)cc1 | -6 | -1% | 7% | 4% | 19% | i | -2% | 15% | -12%
CCC(C(=O)NCc1ccco1)n1nc(C)n2c(cc3occc32)c1=O (stereo not given) | 22 | 5% | 16% | -3% | 19% | i | 8% | -11% | -3%
Cc1cc(NC(=O)c2cc(-c3ccc4c(c3)OCO4)on2)n(-c2ccccc2)n1 | -6 | -23% | -7% | 0% | ? | i | -4%[9.24 µM] | 0% | -3%
Cc1nn(-c2ccccc2)c(=S)c2ccccc12 | 1 | 3% | 11% | 13% | -1% | i | 10% | 1% | ?
Nc1ccc[n+](CC(=O)c2ccccc2)c1 | 7 | -1% | 1% | 13% | nt | i | 10% | -2% | -1%
Fc1ccc(NC(=S)NC23CN4CN(CN(C4)C2)C3)cc1 | 16 | 2% | 2% | 3% | 6% | i | -3% | ? | 0%
COCCn1c(CCC(=O)O)ccc1-c1cccs1 | -8 | -5% | -2% | 0% | 3% | i | -7% | -10% | 4%
CCNC(=O)NC(=O)CSc1nnc(-c2c[nH]c3ccccc23)o1 | 8 | -17% | 2% | -11% | 1% | i | -4% | -48%[inhibitor] | 15%
COc1ccc(/C=N/OC/C(O)=C(\C#N)c2nc3ccccc3[nH]2)cc1 | 22 | -27% | 7% | 8% | -22% | i | -22% | ? | ?
COc1cc(OC)c(C(=O)O/N=C(\N)c2ccc(C)cc2)cc1OC | ? | -4% | 1% | ? | 1% | ? | -8% | ? | 11%
Cc1ccc(C)c(C(=O)Nc2ccncc2)c1 | -3 | -5% | 31% | -4% | -3% | i | -3% | 0% | ?
Cc1ccc(C(=O)c2cn(Cc3cccc(C)c3)c3nc(C)ccc3c2=O)cc1 | nt | nt | 0% | -1% | -21% | i | nt | nt | nt
Cc1ccc(-n2c(-c3ccco3)nc3c(cnn3-c3ccccc3Cl)c2=O)cc1 | nt | nt | 2% | -7% | -3% | i | nt | nt | nt
Cc1ccc(CNC(=O)CNC(=O)c2ccc(Br)o2)cc1 | 75 | 0% | 14% | 0% | 7% | i | 0% | -2% | 0%
CCc1ccc(OCC(=O)NC(NC(=S)Nc2ccc(Cl)cc2)C(Cl)(Cl)Cl)cc1 (stereo not given) | -20 | ? | 8.2µM* | 3.7µM* | ? | nt | ? | -168%[inhibitor] | ?
CC(=O)c1ccccc1OCCCN1CCCCC1 | -8 | 0% | 21% | 0% | 4% | i | 0% | -2% | -5%
COc1ccnc(N=CNOCc2ccc(Cl)cc2)c1C#N | -3 | 3% | -4% | 5% | -10% | i | 22% | 2% | -20%
Cc1cc2ccccc2n1CCNC(=O)c1ccc(Br)o1 | -26 | -3% | ? | 0% | 5% | i | -3% | -1% | 16%
Cc1ccccc1CNC(=O)CN1C(=O)CSc2ccc(S(=O)(=O)N(C)C)cc21 | nt | nt | 2% | 22% | -7% | i | nt | nt | nt
O=c1oc2ccccc2nc1/C=C(\O)c1ccc(Br)cc1 | 3 | -4% | -6% | 2% | nt | i | -7% | 24% | -2%
O=C(CSc1ncccc1C(=O)O)c1ccccc1F | -5 | 7% | 21% | 2% | 2% | i | -1% | 4% | 7%
CC1(Cc2ccc(OC(F)(F)F)cc2)C(=O)Nc2c(Cl)ccc(Cl)c21 (stereo not given) | 48 | ? | 0% | 5% | ? | ? | ? | nt | nt
COc1cc(NC(=O)CSc2nc3nc(C)c(Cc4ccccc4)c(C)n3n2)cc(OC)c1 | nt | nt | ? | -10% | -11% | i | nt | nt | nt
Cc1ccc(NC(=O)OCC(F)(F)C(F)F)cc1NC(=O)OCC(F)(F)C(F)F | -11 | 0% | ? | 2% | -6% | i | -1% | 0% | 2%
Cc1cc(=O)oc2cc(OCC(=O)NCc3cccnc3)ccc12 | -9 | 9% | 8% | 6% | 10% | i | 9% | 0% | 4%
